M1 ag – agonists of human M1 muscarinic receptor; P11229; CHO-K1 hM1, Fluo-8 calcium fluorescence, agonist mode; 0% DMSO, 100% acetylcholine EC100; activation, % at 3 µM; actives 0.33% (n = 360,000); AID 588814;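 active = activation above the run's mean compound activation plus 3 SD, cut at about 16% in these data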;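 note: peak over basal fluorescence ratio within a 140 s kinetic read after compound addition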
M1 PAM – potentiates human M1 receptor response to acetylcholine | P11229 | CHO-K1 hM1, Fluo-8 calcium fluorescence, ACh EC20; 0% = ACh EC20, 100% = maximal ACh | activation, % at 3 µM | actives 0.088% (n = 360,000); in the data active = activation above about 19%, passing the limit was not always enough
V1aR counter – counter-screen for oxytocin receptor agonists: human V1a receptor agonists | CHO-V1R cells, Fluo-8 calcium fluorescence, agonist mode; 0% DMSO, 100% 3 nM vasopressin | activation, % at 3 µM | actives 0.25% (n = 320,000);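 active = activation above the mean activation of all tested compounds plus 3 SD, per screening run, cut at about 20% in these data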;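 note: signal is peak over basal fluorescence ratio across a 100 second FLIPR read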
Target sequence (P37288 whole entry, looked up): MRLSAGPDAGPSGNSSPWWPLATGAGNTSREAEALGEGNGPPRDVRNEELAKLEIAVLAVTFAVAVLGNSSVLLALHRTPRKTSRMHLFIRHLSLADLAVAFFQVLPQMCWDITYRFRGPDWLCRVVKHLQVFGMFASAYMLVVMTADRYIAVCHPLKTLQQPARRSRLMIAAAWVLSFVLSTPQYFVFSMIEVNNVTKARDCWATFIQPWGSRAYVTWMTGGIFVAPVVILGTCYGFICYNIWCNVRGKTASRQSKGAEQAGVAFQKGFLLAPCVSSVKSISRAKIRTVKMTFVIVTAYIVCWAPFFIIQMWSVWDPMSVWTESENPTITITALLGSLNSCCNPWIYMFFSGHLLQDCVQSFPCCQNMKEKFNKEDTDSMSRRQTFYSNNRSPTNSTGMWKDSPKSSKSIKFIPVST
M1 antag – human CHRM1 antagonism. CHO-K1 hM1, Fluo-8 calcium fluorescence, ACh EC80 antagonist. inhibition, % at 3 µM. actives 1.3% (n = 360,000). AID 588852;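 active = percent inhibition above its own plate's cutoff, namely the mean of that plate's compound wells plus 3 SD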;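 note: peak over basal fluorescence ratio during 140 s after agonist addition; 0% = ACh EC80 plus DMSO and 100% = DMSO alone without agonist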
CHO parental Ca – signal in parental CHO cells, OX1R antagonist counter-screen; inhibition, % at 5.6 µM; parental CHO-K1, ATP-induced calcium, Fluo-8 fluorescence; AID 463079; actives 0.63% (n = 330,000);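 active = inhibition above that plate's mean sample inhibition plus 3 SD, cut at about 26% in these data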;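 note: 0% = ATP-challenged DMSO wells and 100% = DMSO wells without ATP; some compounds past the cut are filed as inactive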
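Assay system – parental CHO cells · Reagent – ATP stimulus · Detection – intracellular calcium via Fluo-8 no-wash fluorescent dye · Evaluation – percent inhibition of ATP-evoked calcium rise, normalized to controls · Controls – ATP wells versus no-ATP DMSO wells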
TAAR1 agonist – human TAAR1 agonism; actives 0.99% (n = 360,000); AID 624467; activation, % at 3 µM; CHO RD-HGA16 TAAR1, Fluo-8 calcium fluorescence; vehicle wells 0%, saturating PEA agonist 100%;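 active = activation above the mean activation of all test compounds in the run plus 3 SD, cut at about 38% in these data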
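Test system: RD-HGA16 (CHO) cells co-expressing Gα16 and hTAAR1 / Benchmarks: DMSO vehicle as 0%, PEA at EC100 as 100% / Repeats: no replicates (n 1) / Measure: % activation from peak over basal fluorescence ratio, DMSO-to-PEA scaled / Timing: 17-24 h plating, Fluo-8 75 min 37 °C, 30 min RT / Technique: kinetic Fluo-8 calcium fluorescence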
OXTR ag – agonists of human oxytocin receptor; P30559; CHO-OTR cells, Fluo-8 calcium fluorescence; normalized: DMSO 0%, oxytocin 100%; activation, % at 3 µM; actives 0.32% (n = 320,000); AID 2435;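 active = activation above the mean of all tested compounds plus 3 SD, cutoff set per screening run, cut at about 20% in these data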;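 note: peak over basal fluorescence ratio from a 100 s FLIPR kinetic read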
Target sequence (P30559 whole entry, looked up): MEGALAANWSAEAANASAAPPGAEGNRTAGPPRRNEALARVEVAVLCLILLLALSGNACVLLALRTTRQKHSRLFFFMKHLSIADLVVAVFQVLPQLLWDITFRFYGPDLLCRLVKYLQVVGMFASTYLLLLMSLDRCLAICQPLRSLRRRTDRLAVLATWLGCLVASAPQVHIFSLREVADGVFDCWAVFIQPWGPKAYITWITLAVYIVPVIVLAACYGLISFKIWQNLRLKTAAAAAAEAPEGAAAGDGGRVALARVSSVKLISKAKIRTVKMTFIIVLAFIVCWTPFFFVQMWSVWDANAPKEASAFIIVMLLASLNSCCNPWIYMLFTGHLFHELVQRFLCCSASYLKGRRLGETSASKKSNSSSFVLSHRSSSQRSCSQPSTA
OXTR potentiate – potentiates the human oxytocin receptor response. AID 2445. CHO-OTR cells, Fluo-8 calcium fluorescence, potentiator mode; 0% = oxytocin EC15, 100% = EC100. actives 0.061% (n = 320,000). activation, % at 3 µM;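 active = activation above that plate's cutoff, the mean activation of tested compounds plus 3 SD, cut at about 6.6% in these data, passing the limit was not always enough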;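 note: 100% uses oxytocin at 75 nM as the full agonist control; some results filed as inactive read as strong as hits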
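System: human OTR in CHO cells / Also added: sub-maximal oxytocin, roughly EC15 / Control set: EC15 oxytocin low, 75 nM oxytocin high / Schedule: 6 min compound pre-incubation at room temperature, 100 s kinetic read / Compound: single-point 3.0 µM / Replication: singlicate / Technique: Fluo-8 calcium dye fluorescence / Read-out basis: % activation of max/min ratio relative to oxytocin controls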
TAAR1 antagonist – antagonists of human TAAR1; AID 624466; actives 1.5% (n = 360,000); Q96RJ0; CHO RD-HGA16 TAAR1, Fluo-8 calcium fluorescence, antagonist; inhibition, % at 3 µM;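 active = inhibition above a per-plate cutoff, the mean inhibition of test compounds on that plate plus 3 SD, cut at about 49% in these data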;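 note: 0% = DMSO plus EC80 beta-PEA response and 100% = DMSO alone without agonist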
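Test system: CHO RD-HGA16 cells bearing hTAAR1 | Reagent: β-PEA, EC80 | Compound dosing: 3 µM, single point | Schedule: Dye loading 75 min at 37 °C, then 30 min room temperature | Signal: Calcium fluorescence with Fluo-8 | Evaluation: Percent inhibition of PEA-evoked calcium signal, max/basal emission ratio | Control set: DMSO-only wells and EC80 β-PEA-stimulated wells | Repeats: Singlicate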
Starred values were filed as active, the others as inactive; / = not tested or not shown.

SMILES	M1 ag	M1 PAM	V1aR counter	M1 antag	CHO parental Ca	TAAR1 agonist	OXTR ag	OXTR potentiate	TAAR1 antagonist
O=Cc1ccnc(-c2ccc(OC(=O)c3ccco3)cc2)n1	-1	-4	1.3	23	-8	-1	0.5	-6	8
COc1ccccc1N1CCN(C(=O)COc2cccc(C)c2C)CC1	-1	6	-0.9	4	-8	2	-2.2	-10	-13
Cc1ccc(S(=O)(=O)NCCC(=O)NCc2cccnc2)cc1	-2	4	0.9	-8	-10	0	-0.3	-2	-9
CCCCCCN1C[C@H](O)[C@@H](n2cc(C3CC3)nn2)C[C@@H]1c1ccccc1	-3	-3	/	5	/	2	/	/	-1
CCOc1ccc(NC(=O)CN(C)C(=O)c2ccc(N3CCOCC3)c([N+](=O)[O-])c2)cc1OCC	-1	4	1.1	-4	-3	1	-1.1	-5	-5
Cc1ccc(S(=O)(=O)NCC(=O)OCC(=O)N2CCN(C(=O)c3ccco3)CC2)cc1C	-2	5	-0.5	-5	-2	1	-0.5	-3	-24
CC1(Cc2ccc(F)cc2)C(=O)Nc2c(Cl)ccc(Cl)c21 (stereo not drawn)	-1	-12	/	13	/	4	/	/	17
O=C(COc1ccc(-n2ccnc2)cc1)Nc1cccc(F)c1	1	-1	6.7	-13	12	6	12	-7	1
Cc1c(NC(=S)N/N=C/c2ccc([N+](=O)[O-])cc2O)c(=O)n(-c2ccccc2)n1C	-1	18	0.0	-21	-6	-1	0.0	-1	-11
COc1ccc(-c2nn(-c3ccccc3)cc2C#N)cc1	-5	-1	1.1	-4	-15	14	-1.4	-5	23
CN(C)CCO[C@@H](c1ccc(Cl)cc1)c1ccccn1	-9	-27	0.7	44*	-3	0	0.9	0	0
Cc1ccc(C)c(OCCC(=O)Nc2ccc(S(=O)(=O)N3CCCC3)cc2)c1	-5	-4	4.7	8	-11	3	2.2	6	-4
O=C(NNC(=O)C1COc2ccccc2O1)c1cccc([N+](=O)[O-])c1 (stereo not drawn)	-7	-2	1.4	10	-13	4	0.8	0	-1
COc1ccc(S(=O)(=O)N2CCN(CC(=O)Nc3sccc3C(N)=O)CC2)cc1OC	-3	-5	2.3	6	-21	10	0.2	-5	26
CCOC(=O)C1CCN(c2c(NCc3ccc(N(C)C)cc3)c(=O)c2=O)CC1	-3	3	0.6	-23	-12	1	0.1	3	-30
Cc1ccc(CNc2oc(COc3ccccc3Cl)nc2C#N)cc1	-3	1	2.1	-44	-1	2	-1.8	-22	36
COc1ccc(C(=O)Nc2ccccc2N2CCOCC2)cc1S(=O)(=O)N1CCCC1	-4	5	4.6	-10	-20	12	0.7	-5	-2
Cc1noc(NS(=O)(=O)c2ccc(NC(=O)C(C)(C)C)cc2)c1C	0	9	-1.5	-9	-10	5	0.6	-2	-2
COc1ccccc1NS(=O)(=O)c1cccc(NC(=O)c2[nH]c(C)c(C(C)=O)c2C)c1	1	-8	7.5	3	-4	14	4.8	-8	43
CCC12CN3CC(CC)(CN(C1)C3c1ccc(OC(C)C)cc1)C2=O (stereo not drawn)	-4	7	-1.6	-7	-16	4	-2.6	-11	-23
CCc1nc2ccc(F)cc2c(C(=O)NC2CCCCC2C)c1C (stereo not drawn)	-1	14	-2.0	-13	-16	5	-1.8	7	-2
CC(=O)c1cccc(NC(=O)c2cc(C)no2)c1	-1	7	0.7	-11	-17	0	0.2	-7	4
COc1ccc(S(=O)(=O)Nc2cc3c4c(c2)CCN4C(=O)CC3)cc1C	1	7	-0.1	-17	-15	0	0.2	-9	-20
O=C(CSc1nc2[nH]ncc2c(=O)n1-c1ccccc1)N1CCCCCC1	/	/	1.2	/	-10	/	0.8	-5	/
C/C(=N\NC(=O)COc1ccc(C(C)(C)C)cc1)c1ccccc1	-10	7	-0.3	-11	7	0	-1.1	-8	2
CCS(=O)(=O)N1CCC(C(=O)OCC(=O)c2ccc(Br)cc2)CC1	2	0	5.9	-12	50*	6	7.2	-17	-4
CC1CCCN(CCOCCOc2ccc(Br)cc2Cl)C1 (stereo not drawn)	-12	-27	1.7	42*	-11	10	3.3	-5	-13
C=CCN1C(=O)/C(=C/N(C)C)S/C1=N\S(=O)(=O)c1cccs1	-9	-3	/	2	/	1	/	/	4
Nc1cc(N)nc(SCC(=O)c2ccc3c(c2)NC(=O)CO3)n1	-1	-10	0.3	6	6	8	-0.2	-4	0
O=C(N/N=C\c1ccc(S(=O)(=O)O)o1)c1ccc2c(c1)OCO2	-3	6	-0.5	-11	-8	0	0.6	0	-13
CC(C)n1nnnc1SCC(=O)NCc1ccc2c(c1)OCO2	-2	10	0.6	-24	9	7	0.6	-1	-14
O=C(Nc1ccc2c(c1)OCO2)c1cccc(S(=O)(=O)N2CCOCC2)c1	-5	12	-1.6	-7	-14	0	-0.7	3	-46
Cc1csc(NC(=O)CSc2ccccc2F)n1	1	11	1.1	-5	-12	9	0.1	-26	-7
CCCCN1C(=O)C(CC(=O)NC2CCCC2)CC(C(=O)N(CC)CC)=C1C (stereo not drawn)	0	13	/	-7	/	1	/	/	-6
CCC(C)(C)c1ccc(OCCCC[n+]2ccc(C)cc2)c(C(C)(C)CC)c1	/	/	7.9	/	24	33	2.5	-13	0
Cc1cc(Br)c(S(=O)(=O)NCc2ccncc2)cc1C	0	-10	7.2	19	17	3	6.1	-4	-6
Cc1ccc2nc(Cl)c(/C=N/n3c(C)nnc3C)cc2c1	-1	9	-1.3	-10	-19	0	0.6	-2	-21
Cc1ccc2c(c1)N(CC(=O)Nc1ccccc1F)C(=O)CO2	-3	7	2.4	-23	-8	6	1.5	3	-3
Cn1cc(SCC(=O)Nc2ccc3c(c2)OCO3)c2ccccc21	-6	12	4.3	-18	1	-1	0.7	-4	11
O=C(Nc1nc(-c2ccccn2)cs1)c1ccc([N+](=O)[O-])o1	-2	6	0.5	-12	-9	0	1.0	5	2
O=C1CCC2CN3CCc4c([nH]c5ccccc45)C3CC2C1 (stereo not drawn)	-4	7	/	-13	/	10	/	/	-16
O=[N+]([O-])c1ccc(N2CCOCC2)cc1O	-4	13	1.9	-15	-11	0	1.0	-3	6
O=C(Nc1ccc2c(c1)OCO2)C1CCCCC1	-2	-3	0.6	6	-10	3	-0.7	-3	-10
CC(C)NCC(O)COc1ccc(COCCOC(C)C)cc1 (stereo not drawn)	-2	-5	-0.2	-8	-13	0	0.1	0	-2
Clc1cccc(-c2nc3c4ccccc4ccn3c2Cc2ccsc2)c1	5	0	/	-21	/	-1	/	/	-30

16 entries out of the list, arranged by molecular weight, rising:
SMILES	M1 ag	M1 PAM	V1aR counter	M1 antag	CHO parental Ca	TAAR1 agonist	OXTR ag	OXTR potentiate	TAAR1 antagonist
O=C(Nc1ccc2c(c1)OCO2)C1CCCCC1	-2	-3	0.6	6	-10	3	-0.7	-3	-10
COc1ccc(-c2nn(-c3ccccc3)cc2C#N)cc1	-5	-1	1.1	-4	-15	14	-1.4	-5	23
Cc1csc(NC(=O)CSc2ccccc2F)n1	1	11	1.1	-5	-12	9	0.1	-26	-7
Cc1ccc2nc(Cl)c(/C=N/n3c(C)nnc3C)cc2c1	-1	9	-1.3	-10	-19	0	0.6	-2	-21
Cc1ccc2c(c1)N(CC(=O)Nc1ccccc1F)C(=O)CO2	-3	7	2.4	-23	-8	6	1.5	3	-3
CCc1nc2ccc(F)cc2c(C(=O)NC2CCCCC2C)c1C (stereo not drawn)	-1	14	-2.0	-13	-16	5	-1.8	7	-2
Cc1ccc(S(=O)(=O)NCCC(=O)NCc2cccnc2)cc1	-2	4	0.9	-8	-10	0	-0.3	-2	-9
O=C(N/N=C\c1ccc(S(=O)(=O)O)o1)c1ccc2c(c1)OCO2	-3	6	-0.5	-11	-8	0	0.6	0	-13
Cc1noc(NS(=O)(=O)c2ccc(NC(=O)C(C)(C)C)cc2)c1C	0	9	-1.5	-9	-10	5	0.6	-2	-2
Cc1ccc(CNc2oc(COc3ccccc3Cl)nc2C#N)cc1	-3	1	2.1	-44	-1	2	-1.8	-22	36
CCCCCCN1C[C@H](O)[C@@H](n2cc(C3CC3)nn2)C[C@@H]1c1ccccc1	-3	-3	/	5	/	2	/	/	-1
Clc1cccc(-c2nc3c4ccccc4ccn3c2Cc2ccsc2)c1	5	0	/	-21	/	-1	/	/	-30
CCC(C)(C)c1ccc(OCCCC[n+]2ccc(C)cc2)c(C(C)(C)CC)c1	/	/	7.9	/	24	33	2.5	-13	0
Cc1ccc(S(=O)(=O)NCC(=O)OCC(=O)N2CCN(C(=O)c3ccco3)CC2)cc1C	-2	5	-0.5	-5	-2	1	-0.5	-3	-24
COc1ccc(S(=O)(=O)N2CCN(CC(=O)Nc3sccc3C(N)=O)CC2)cc1OC	-3	-5	2.3	6	-21	10	0.2	-5	26
CCOc1ccc(NC(=O)CN(C)C(=O)c2ccc(N3CCOCC3)c([N+](=O)[O-])c2)cc1OCC	-1	4	1.1	-4	-3	1	-1.1	-5	-5

Compound activity: PubChem, The Scripps Research Institute Molecular Screening Center
